# A340 absorber = compound light absorbance at 340 nm, profiling panel, artefact control, biochemical, MLSMR library, data from PS, PMK, MK assays; compound absorbance at 340 nm, fold over control; fold change at 10 µM; 65,000 tested, under 10 active; AID 708, 2007;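 active = at 10 µM dose, initial 340 nm absorbance at least 2 fold that of control wells; inactive = change under 2 fold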;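 also: initial absorbance extrapolated from kinetic A340 decline of NADH oxidation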
# MMP-13 inhibitor = human MMP13 inhibitors, primary screen, biochemical, FRET peptide cleavage. Collagenase 3 (Homo sapiens), P45452. MMP-13 fTHP FRET cleavage, Mca fluorescence. inhibition, % at 4 µM. 0.07% of 65,000 active. AID 570, 2006;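 active = inhibition above the mean of compound-free control plate wells plus 3 SD, cut at about 14% in these data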;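 also: 0% = DMSO wells and 100% = wells with reference MMP-13 inhibitor after basal subtraction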
# JNK3 inh = JNK3 kinase activity inhibitors, primary screen, biochemical, human, purified enzyme; Mitogen-activated protein kinase 10 (Homo sapiens), P53779; HTS; inhibition, % at 8 µM; 0.61% of 60,000 active; in the data active = inhibition above about 17%;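 also: 0% = DMSO and 100% = reference inhibitor; many of its hits are not listed in these tables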
# Hsp90 block = tumor Hsp90 inhibitors, primary screen, cell lysate, fluorescence polarization, NCI-N417 lysate. AID 429, 2006. Cy3B-geldanamycin FP displacement. inhibition, % at 30 µM. Heat shock protein HSP 90-alpha (Homo sapiens), P07900. 0.35% of 64,000 active;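 active = inhibition above 50%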;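 also: 0% = tracer plus lysate wells and 100% = tracer alone without lysate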
# MKP-1 inh = MKP-1 phosphatase inhibitors, primary screen, biochemical, in vitro; Dual specificity protein phosphatase 1 (Homo sapiens), P28562; recombinant MKP-1, OMFP hydrolysis fluorescence; inhibition, %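 (compounds tested at a single concentration somewhere between 10 and 100 µM)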; 0.15% of 65,000 active; AID 374, 2006;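 active = inhibition above about 50%, limit read from the data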;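 also: 0% = DMSO max control wells and 100% = wells with enzyme stopped by NaOH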
# Target sequence (P28562 whole entry, looked up): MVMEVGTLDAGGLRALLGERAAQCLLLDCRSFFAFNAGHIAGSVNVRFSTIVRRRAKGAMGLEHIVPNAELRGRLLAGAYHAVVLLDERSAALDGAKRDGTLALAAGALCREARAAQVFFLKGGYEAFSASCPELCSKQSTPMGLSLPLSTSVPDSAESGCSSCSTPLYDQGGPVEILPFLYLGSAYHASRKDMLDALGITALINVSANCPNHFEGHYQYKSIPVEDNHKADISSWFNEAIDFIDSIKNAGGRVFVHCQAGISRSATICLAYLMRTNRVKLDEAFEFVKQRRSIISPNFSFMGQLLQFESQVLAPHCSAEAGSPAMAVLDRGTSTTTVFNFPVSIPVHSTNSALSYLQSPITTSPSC
# Cdc25B inh = inhibitors of Cdc25B phosphatase catalytic domain, primary screen, biochemical, OMFP fluorescence | recombinant Cdc25B, OMFP fluorescence Ex485/Em525 | inhibition, %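 (compounds tested at 10 µM final in the well)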 | 0.1% of 65,000 active; in the data active = inhibition above about 50%
# AP complement = alternative complement pathway inhibitors, primary screen, biochemical, ELISA, human serum, orthogonally pooled compounds; LPS-coated ELISA, C3 deposition; tested in compound mixtures; inhibition, % at 5 µM; 0.08% of 62,000 active;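 active = inhibition above 30% in each of the two pooled mixtures holding the compound, so the lower value exceeds 30%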;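 also: 0% = serum in Mg-EGTA without compound and 100% = EDTA serum blank; some compounds past the cut are filed as inactive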
#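 Assay system: human serum alternative complement pathway, C3 deposition on LPS-coated wells; Dosing: 5 µM per compound in ten-compound mixtures; Detection: Anti-C3 ELISA, OD 450 nm; Buffer or medium: Mg2+-EGTA GVB++ buffer containing human serum at 1:15 dilution; Timing: 1 h at 37 °C; Replication: two different pools per compound.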
# FXIa mix inh = FXIa protease inhibitors in compound pools, primary screen, biochemical, 10-compound mixtures; Coagulation factor XI (Homo sapiens), P03951; purified FXIa, fluorogenic substrate, pooled mixtures; inhibition, % at 5 µM; 0.19% of 62,000 active;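 also: each value is inhibition by a whole ten-compound pool holding the compound; 0% = enzyme with no mixture and 100% = wells lacking enzyme; strong numbers were not always called active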
# FXIIa inh mix = human factor XIIa inhibitors, primary screen, biochemical, pooled compound mixtures, fluorogenic substrate. inhibition, % at 5 µM. 0.2% of 62,000 active. AID 684, 2007. purified FXIIa. Coagulation factor XII (Homo sapiens), P00748;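 also: 0% = enzyme without compound and 100% = no enzyme blank; some results filed as inactive read as strong as hits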
# Target sequence (P00748 20-372 limits assumed): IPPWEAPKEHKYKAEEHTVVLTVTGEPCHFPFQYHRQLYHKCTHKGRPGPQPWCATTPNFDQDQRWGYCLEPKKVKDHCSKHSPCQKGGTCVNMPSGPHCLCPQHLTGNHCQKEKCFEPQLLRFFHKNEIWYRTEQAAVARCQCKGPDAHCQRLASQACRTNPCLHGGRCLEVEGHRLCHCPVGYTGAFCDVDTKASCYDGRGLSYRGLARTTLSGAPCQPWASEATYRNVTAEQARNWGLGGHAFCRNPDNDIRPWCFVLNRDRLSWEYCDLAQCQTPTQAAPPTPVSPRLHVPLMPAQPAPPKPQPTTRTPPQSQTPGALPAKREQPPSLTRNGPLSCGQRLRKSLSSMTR
# Target sequence (P00748 373-615 limits assumed): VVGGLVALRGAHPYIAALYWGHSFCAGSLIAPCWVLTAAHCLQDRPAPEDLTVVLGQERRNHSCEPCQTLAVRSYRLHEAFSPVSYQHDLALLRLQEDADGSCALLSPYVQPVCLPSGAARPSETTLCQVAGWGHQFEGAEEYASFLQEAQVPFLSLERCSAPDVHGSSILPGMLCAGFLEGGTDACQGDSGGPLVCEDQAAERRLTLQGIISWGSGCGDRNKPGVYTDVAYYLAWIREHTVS
# An asterisk follows results filed as active; / = no result given; & = joins results of further samples; [ ] = dose if it differs, or a comment. Rule as the data show it, unless noted: active = inhibition above about 20% (passing the limit was not always enough); inactive = the rest.
SMILES,A340 absorber,MMP-13 inhibitor,JNK3 inh,Hsp90 block,MKP-1 inh,Cdc25B inh,AP complement,FXIa mix inh,FXIIa inh mix
Cc1nonc1-c1nc(-c2nonc2N)n[nH]1,0.97,2.1,5.1,0.8,-19.1,-4.3,1.3,7.7,2.7
C[C@]12CCC(=O)C=C1CC[C@@H]1[C@@H]2CC[C@]2(C)C(=O)CC[C@@H]12,0.98,1.1,-0.2,-4.2&-3.6,-32.7,-7.5,16.6,4.7,2.5
NC(=O)C1(N2CCCCC2)CCN(Cc2ccccc2)CC1,1.03,3.9,4.0,1.1,-10.2,-16.9,-9.3,3.5,5.8
N=c1sc2c(n1Cc1ccccc1)CCCC2,0.98,0.2,-7.2,-0.2,-15.7,1.3,13.1,-3.7,1.8
CC(=NCCO)c1c(O)n(C)c(=O)n(C)c1=O,1.04,-7.8,-5.2,-2.4,-19.6,-31.2,/,/,/
O=C1CN=C(c2ccccc2)c2oc3ccc(Br)cc3c2N1,1.03,3.1,2.5,-0.7,-13.1,-0.5,/,/,/
C=CCn1c(O)c(C(C)=Nc2ccc(NC(C)=O)cc2)c(=O)[nH]c1=O,1.08,3.4,-1.0,0.4,-23.7,0.1,10.3,2.2,4.0
O=C(Cc1ccccc1)OCCN1CCCCC1,0.99,-2.3,1.5,2.1,0.6,-23.4,16.3,4.0,27.3
COc1cc2c(cc1OC)-c1c(OC)c(OC)cc3c1C(C2)N(C)CC3 (stereo unspecified),1.02,-2.1,-3.3,91.0*,15.8,2.7,-3.4,-1.5,1.9
CC1(c2ccccc2)NCCN2C(=O)CSC21 (stereo unspecified),1.04,-1.2,1.1,3.2,-18.9,6.2,13.1,9.3,4.2
CC(=NCCO)c1c(O)n(C2CCCCC2)c(=O)[nH]c1=O,1.02,-0.6,-0.3,-2.5,-15.4,4.2,7.9,1.0,-0.6
CCN1CCN(c2ncnc3ccc(Br)cc23)CC1,1.03,-6.6,4.9,-5.2,1.6,-6.1,7.7,3.3,5.0
C=CP(=O)(O)c1ccccc1,1,-0.2,-8.8,-2.1,7.8,-5.8,-1.1,-3.2,7.1
C=CCn1c(O)c(C(C)=NCCCO)c(=O)[nH]c1=O,0.98,2.3,-3.2,-3.0,4.4,3.5,0.7,3.7,-7.8
CC1(C)N(O)C2CCCCC2N1O (stereo unspecified),0.99,-0.5,-3.1,-0.8,-11.0,-17.5,-15.4,-1.8,-1.3
[O-][n+]1onc2c1CCC1N(O)CCC21O (stereo unspecified),1.06,-0.5,5.1,-6.1,-0.1,-9.9,0.9,1.1,13.7
CCCOc1ccccc1C1SCC(=O)Nc2c1c(=O)[nH]n2C(C)CCC (stereo unspecified),1.04,0.3,/,/,5.2,-9.5,21.2,8.1,1.0
CCCCn1c(O)c(C(C)=NCCCN(CC)CC)c(=O)[nH]c1=O,1.02,-1.7,-10.2,-4.3,10.8,10.2,6.4,5.2,-15.8
CN1C(=O)C(C2c3ccccc3C(=O)N2Cc2ccccc2)C(=O)N(C)C1=O (stereo unspecified),1.02,-5.5,4.5,0.0,-19.2,2.6,10.6,-17.3,-0.2
Cc1ccc2c(c1)CC1(CN2C)C(=O)NC(=O)N(c2ccc(C)c(C)c2)C1=O (stereo unspecified),1.04,4.1,3.0,-2.3,36.1,9.4,-5.5,-0.5,-2.9
CN=C(SCc1cc2c(cc1Cl)OCO2)c1c(O)n(C)c(=O)n(C)c1=O,1.04,1.0,3.0,3.0,-17.2,4.1,6.7,9.0,10.5
COc1cccc(-n2nc(C(=O)N3CCC4(CC3)OCCO4)c3ccccc3c2=O)c1,1.02,5.4,4.5,1.4,1.5,3.1,4.3,4.9,-1.3
O=C(c1ccco1)C12CN3CN(CN(C3)C1)C2,1,-2.1,0.7,-3.2,-11.4,6.6,/,/,/
O=C(CN1C(=O)CN=C(c2ccccc2)c2ccccc21)NCc1ccco1,1.01,1.3,-4.3,-3.3,-0.3,15.1,-7.9,-2.0,-4.5
Cn1c(O)c(C(=O)c2ccccc2Cl)c(=O)n(C)c1=O,1.04,-0.6,-1.4,-2.1,14.7,21.7,/,/,/
# New compounds follow:
SMILES,A340 absorber,MMP-13 inhibitor,JNK3 inh,Hsp90 block,MKP-1 inh,Cdc25B inh,AP complement,FXIa mix inh,FXIIa inh mix
O=c1[nH]c(=O)n(Cc2ccc(F)cc2)c(O)c1C=NCc1cccnc1,1,2.1,-4.2,-4.4,2.7,-1.3,-2.5,0.1,10.8
CCOC(=O)C1=C(N)OC(C)=C(C(=O)OCCOC)C12C(=O)Nc1ccccc12 (stereo unspecified),1,1.8,-1.2,-11.6,0.1,9.3,9.8,5.5,-11.5
c1ccc2c(CCNC3=NCCC3)c[nH]c2c1,1,1.1,-1.5,-4.4,0.3,7.8,1.1,-18.9,-4.7
CC(C)N1CC=C(c2c[nH]c3ccccc23)CC1,1.02,-3.0,-7.7,-6.2,-10.6,7.6,12.6,13.0,5.7
O=C(Cn1cc(C(=O)c2ccccc2F)c2ccccc21)NCc1ccco1,1.04,2.4,5.4,-5.0,7.3,-5.1,7.1,-3.0,-0.8
COC(=O)c1c(N)n(Cc2ccc(OC)cc2)c2nc3ccccc3nc12,1.05,-304.6[fluorescence artefact?],6.4,-5.2,13.5,-0.5,-7.8,-18.5,1.6
O=C(Cn1ncc2c3ccccc3n(Cc3cccc(Cl)c3)c2c1=O)N1CCC2(CC1)OCCO2,1.05,-9.4,-2.0,-7.2,36.7,-2.6,1.6,1.1,4.0
CN(C)[C@@H]1C(=O)C(C(N)=O)=C(O)[C@@]2(O)C(=O)C3=C(O)c4c(O)ccc(Cl)c4[C@@](C)(O)C3C[C@@H]12 (stereo partly specified),0.99,2.8,0.2,-0.9,-15.4,-17.0,9.5,7.5,-0.6
O=c1c2ccccc2[se]n1-c1ccccc1,1.07,2.6,-5.9,1.2&-0.5,-7.0,13.6,-2.4,7.2,-15.7
C=CCn1c(O)c(C(C)=Nc2ccc(N(CC)CC)cc2)c(=O)[nH]c1=O,1.01,1.4,-5.1,-0.7,-11.4,1.5,0.7,-8.3,6.6
O=C(C1CCCN(S(=O)(=O)c2cccc3nsnc23)C1)N1CCC2(CC1)OCCO2 (stereo unspecified),1.02,4.8,-7.4,-5.7,-4.4,8.5,12.7,4.8,3.7
CC1(C)CSC(Nc2ccc(F)c(Cl)c2)=N1,1.03,3.2,/,/,12.6,-16.4,21.0,12.5,1.1
O=C(NC1(C(F)(F)F)Oc2ccc(Cl)cc2O1)N1CCC2(CC1)OCCO2 (stereo unspecified),1.02,4.8,/,64.2*,2.8,-6.8,14.3,-23.4,-12.8
CSC1=NP(=S)(SC)N2CCCC2=C1C#N (stereo unspecified),1.04,-0.1,-0.5,-1.4,16.6,-13.8,-3.0,-1.5,2.1
COc1ccc(S(=O)(=O)NC(CC(=O)N2CCC3(CC2)OCCO3)c2ccco2)cc1 (stereo unspecified),1.01,-0.8,3.8,-2.4,-5.0,-10.2,0.1,4.8,0.4
O=C(c1csc2c1CCCCC2)N1CCC2(CC1)OCCO2,0.98,-3.6,0.7,-2.5,4.7,1.0,4.3,-14.1,-20.7
CN1CSC(=S)N(C)C1,1.05,/,/,/,11.0,-3.4,13.4,-11.0,2.3
CC(=NCCCN1CCCCC1)c1c(O)n(Cc2ccccc2)c(=O)[nH]c1=O,1.04,-0.3,-4.0,-6.6,18.6,3.1,14.1,6.1,1.6
O=C(CCCn1c(=O)[nH]c2cc(Cl)ccc2c1=O)N1CCC2(CC1)OCCO2,0.98,0.1,6.7,0.0,4.5,-3.1,8.8,1.8,2.0
CC(C)Cc1[nH]c(=O)c(C#N)c2c1CCC2,1.06,-99.3[fluorescence artefact?],-12.9,0.6,-22.5,15.4,/,/,/
CCCCn1c(C)c(C(=O)OCC)c2c(CN3CCOCC3)c(O)ccc21,0.99,/,/,-0.7,-7.1,-11.8,5.7,-0.4,-1.2
O=c1[nH]c(=O)n(Cc2ccco2)c(O)c1C=NCc1cccs1,1,-3.1,1.4,-5.2,-7.7,1.8,6.4,5.9,8.1
CCN1c2nc3ccccn3c(=O)c2CC2(C(=O)N(C)C(=O)N(C)C2=O)C1C (stereo unspecified),1.01,-3.8,-2.0,-1.9,13.6,5.6,5.4,-6.6,7.2
CC1(C)NCCN2C(=O)CSC21 (stereo unspecified),1.03,3.2,4.6,-5.2,-8.0,7.9,6.2,2.0,-4.2
Cc1cccc(N2C(=O)NC(=O)C3(Cc4cc(C)ccc4N(C)C3)C2=O)c1 (stereo unspecified),1.02,3.0,3.3,-4.5,35.6,10.2,8.7,8.3,7.1

# In another format: entries from further up.
molecule	A340 absorber	MMP-13 inhibitor	JNK3 inh	Hsp90 block	MKP-1 inh	Cdc25B inh	AP complement	FXIa mix inh	FXIIa inh mix
CCCCn1c(C)c(C(=O)OCC)c2c(CN3CCOCC3)c(O)ccc21	0.99	/	/	-0.7	-7.1	-11.8	5.7	-0.4	-1.2
CC(C)N1CC=C(c2c[nH]c3ccccc23)CC1	1.02	-3.0	-7.7	-6.2	-10.6	7.6	12.6	13.0	5.7

# (further entries)
SMILES,A340 absorber,MMP-13 inhibitor,JNK3 inh,Hsp90 block,MKP-1 inh,Cdc25B inh,AP complement,FXIa mix inh,FXIIa inh mix
CCCCn1c(O)c(C=NCCCN(CC)CC)c(=O)[nH]c1=O,1.01,0.2,-4.5,-0.5,-20.1,6.2,-1.8,-26.3,2.7
N=Cc1c(O)n(-c2cccc(Cl)c2)c(=O)[nH]c1=O,1.07,-1.1,-5.1,-0.4,6.0,4.0,0.5,9.8,10.7
CN(C)C(=O)Oc1ccc(C(=O)c2ccccc2)cc1,1.04,1.6,1.0,-2.4,-2.8,-3.6,14.1,-0.8,7.6
COc1ccc(NC(=O)CN2C3CCC2CC(O)(c2cccnc2)C3)cc1OC (stereo unspecified),1.05,4.3,-9.7,-3.1,17.6,-4.7,-9.1,10.0,-1.1
CCn1c(=O)n(CC(=O)N2CCC3(CC2)OCCO3)c(=O)c2ccccc21,1.02,2.3,9.4,-3.4,0.7,53.4*,/,/,/
Oc1cc2c(cc1CN1CCN(c3ccccc3)CC1)CCC2,1.02,-1.3,3.7,-2.2,-14.3,-11.9,-2.7,4.0,-16.6
CCCn1nc2ccccc2c1P(=O)(N1CCOCC1)N1CCOCC1,0.98,0.8,1.6,-2.1,-4.0,-2.0,17.1,10.3,2.4
CCCCCCn1c(O)c(C=NC2CCCCC2N)c(=O)[nH]c1=O (stereo unspecified),1.02,-4.5,1.6,-4.8,8.5,-4.1,3.0,12.5,-24.4
O=C1CC(C(=O)N2CCC3(CC2)OCCO3)CN1CCc1ccccc1 (stereo unspecified),1.01,2.4,0.1,-0.3,0.3,3.4,11.4,-0.5,-14.8
Cc1nc2ccccc2n1C1CCN(Cc2nnnn2CCc2ccccc2)CC1,1.17,-0.2,-3.4,2.7,32.2,-12.1,9.3,5.3,21.0
O=c1c2ccccc2nc(CN2CCOCC2)n1-c1ccccc1F,1.03,7.1,-12.4,-2.9,0.9,-3.1,20.5,5.6,4.7

# The list is partial. The share of hits here may be higher or lower than overall.
